# Screening results as filed in PubChem BioAssay.
# Myeloid diff 2 = myeloid differentiation induction; ER-HoxA9 myeloid progenitors, lysozyme-GFP differentiation, flow cytometry; AID 624256; calls only at 10 µM; actives 1% (n = 360,000);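 active = normalized GFP-positive differentiation at or above the plate's own cutoff, the solvent-only control mean plus 3 SD; inconclusive = no clear call, values can overlap the other calls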;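 note: cells exposed to compound for four days before flow analysis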
# Rac1 GTP hydrolysis = MgcRacGAP GTPase-activating activity inhibitors, confirmation, biochemical, ADP Hunter fluorescence; MgcRacGAP-stimulated Rac1 GTP hydrolysis, ADP Hunter fluorescence; higher % means a stronger effect; GST-tagged Rac1 F28L mutant substrate; one-dose inhibition, % at 30 µM; IC50 in µM for titrated hits; actives 0.6% (n = 340,000);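 active = first-screen hits whose inhibition reached a set limit at any dose in the follow-up dose series; inconclusive = inhibition above the set first-screen limit but never retested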;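 note: fluorescence reports GDP produced by GAP-driven GTP hydrolysis; strong numbers were not always called active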
# Myeloid diff 2 GFP+ MAC1+ % = further read-out of Myeloid diff 2, marked with its call; GFP+ MAC1+ double positive, %; measured here: differentiation confirmed by MAC1 staining
# Numbers without * were called inactive; i = inactive; ? = inconclusive; . = not tested or not shown; + = active, no number.
# Values run as follows: Myeloid diff 2	Myeloid diff 2 GFP+ MAC1+ %	Rac1 GTP hydrolysis
CC(=O)Oc1ccc(C2=Cc3ccc(OC(C)=O)cc3OC2C)cc1 (stereo unspecified)
 : ?	.	?
Cc1ccc(S(=O)(=O)N2CCN(C(=O)COC(=O)CCOc3ccccc3C)CC2)c(C)c1
 : i	1.9	3.8%
CCN(CC)C(=O)[C@H]1C[C@H](CC(=O)NCCCOC)C(=O)N2CCc3c([nH]c4cc(CCC(=O)N(C)C)ccc34)[C@]12C
 : i	0.2	9.0%
COc1cccc(-c2nc(CN3CCN(C(=O)c4ccco4)CC3)c(C)o2)c1OC
 : i	1.0	20.0%
O=C(CN1CCN(S(=O)(=O)c2ccccc2Cl)CC1)NCC1(N2CCOCC2)CCCCC1
 : i	1.2	10.3%
CCN(CC(=O)Nc1ccc(NC(C)=O)cc1)C(=O)c1cccc(N2C(=O)c3ccccc3C2=O)c1
 : i	0.3	10.6%
Cc1nn(CC(=O)Nc2cccc(O)c2)c(=O)c2ccccc12
 : i	1.4	5.0%
O=C(CN1CCN(S(=O)(=O)c2ccc3c(c2)OCCCO3)CC1)N1CCc2ccccc21
 : i	1.3	11.1%
CCCCOc1ccc(SCCCN2CCOCC2)cc1
 : i	1.2	-1.0%
O=C(C1CCN(S(=O)(=O)c2ccccc2F)CC1)N1CCCC1
 : i	1.0	2.3%
COC(=O)CC(CC(=O)OC)n1cccc1
 : i	1.8	3.9%
COc1ccc(-n2cnnc2SCC(=O)NC2CC2)cc1
 : i	1.3	18.2%
CN1C(=O)[C@H]2[C@@H](c3ccc(C(F)(F)F)cc3)N[C@]3(CCCN(Cc4ccc(C(F)(F)F)cc4)C3=O)[C@H]2C1=O
 : i	0.0	0.6%
Cc1cc(C)c(CC(=O)c2ccccc2)c(C)c1
 : i	1.1	8.1%
C[C@@H]1CN([C@@H](C)CO)C(=O)CCCn2nncc2CO[C@H]1CN(C)S(=O)(=O)c1cn(C)cn1
 : i	1.5	4.3%
CCN1CCN(c2oc(-c3ccccc3C)nc2S(=O)(=O)c2ccccc2)CC1
 : i	1.3	3.0%
CCN1C(=N)N(c2ccccc2)C(=O)C(CC)(CC)C1=O
 : i	0.7	5.1%
O=C(Sc1n[nH]c(=O)[nH]c1=O)c1ccccc1
 : i	8.0	224µM*
C[C@H]1CN([C@@H](C)CO)S(=O)(=O)c2ccc(Br)cc2O[C@H]1CN(C)C(=O)c1cccc(F)c1
 : i	0.7	9.8%
COc1ccc2[nH]c3c(c2c1)CCN1C(=O)C(CC(=O)NCc2cccc(C(F)(F)F)c2)C[C@H](C(=O)N(C(C)C)C(C)C)[C@@]31C (stereo partly specified)
 : i	0.0	4.7%
CC(=NNC(=S)SCc1ccccc1)c1ccccn1
 : ?	.	14.6%
O=C1C(=NO)C(c2ccccc2)Oc2ccccc21 (stereo unspecified)
 : i	0.3	1.3%
Cc1cc(C(=O)Cn2cnc3ccc(Cl)cc3c2=O)c(C)n1C1CC1
 : i	0.9	1.1%
O=C(c1cc(F)c(F)cc1Cl)N1CCN(S(=O)(=O)c2cccs2)CC1
 : i	1.1	8.1%
O=[N+]([O-])c1cc(-c2ccccc2)cc([N+](=O)[O-])c1O
 : i	0.3	4.6%
COc1cc(NC(=O)CNc2cccc(S(=O)(=O)N3CCOCC3)c2)cc(OC)c1
 : i	1.5	11.0%
O=C(c1ccc(CNS(=O)(=O)c2ccc(F)cc2)cc1)N1CCCCCC1
 : i	0.2	2.9%
Cc1ccc(S(=O)(=O)N2CCOCC2)cc1NC(=O)CN(C)CC(=O)Nc1cccc(F)c1
 : i	0.5	8.4%
Cc1cc(C(=O)N2CCCC(Nc3ccc(C)c(C)c3)C2)nc(C)n1 (stereo unspecified)
 : i	1.8	15.5%
COc1ccccc1N1CCN(C(=O)c2cc(S(=O)(=O)N3CCOCC3)ccc2C)CC1
 : i	0.3	2.9%
CN1C[C@@H]2[C@@H]3C(=O)N(Cc4ccccc4)C(=O)[C@@H]3[C@](C)(C1=O)N2C(=O)c1ccccc1
 : i	1.4	4.6%
CCN(c1ccccc1)S(=O)(=O)c1ccc(OC)c(NC(=O)c2c(C)noc2C)c1
 : i	1.1	5.0%
COc1ccccc1NC(=O)N(C)C[C@@H]1OCc2cnnn2CCCC(=O)N([C@H](C)CO)C[C@H]1C
 : i	0.8	8.6%
COc1ccc2[nH]c3c(c2c1)CCN1C(=O)C(CC(=O)NCC24CC5CC(CC(C5)C2)C4)C[C@H](C(=O)N2CCOCC2)[C@@]31CCC1CCCC1 (stereo partly specified)
 : i	1.0	8.2%
O=c1cc(SCc2ccccc2)nc[nH]1
 : ?	.	0.5%
Cn1c(N)c(C(=O)COC(=O)COc2ccccc2Cl)c(=O)n(C)c1=O
 : i	1.1	2.8%
CC(C)Cc1ccc(C(C)/C=C2/CCC(CN3CCCCC3)C2=O)cc1 (stereo unspecified)
 : i	0.8	7.3%
Nc1ncnc2c1ncn2[C@@H]1O[C@H](CNC(=O)[C@@H]2CCC(=O)N2)[C@@H](O)[C@H]1O
 : i	0.4	6.6%
CCC12C(=Nc3c(Cl)cccc31)C[C@@H]1CCN3C(=O)CCC[C@H]2[C@H]13 (stereo partly specified)
 : i	2.2	4.9%
OCC1OC(n2cnc3c(/C=C(\O)c4ccccc4)ncnc32)C(O)C1O (stereo unspecified)
 : ?	.	-0.3%

# 2 compounds drawn at random from those above:
# Values run as follows: Myeloid diff 2	Myeloid diff 2 GFP+ MAC1+ %	Rac1 GTP hydrolysis
COc1ccccc1NC(=O)N(C)C[C@@H]1OCc2cnnn2CCCC(=O)N([C@H](C)CO)C[C@H]1C
 : i	0.8	8.6%
COc1ccc2[nH]c3c(c2c1)CCN1C(=O)C(CC(=O)NCC24CC5CC(CC(C5)C2)C4)C[C@H](C(=O)N2CCOCC2)[C@@]31CCC1CCCC1 (stereo partly specified)
 : i	1.0	8.2%

# Next compounds:
# Values run as follows: Myeloid diff 2	Myeloid diff 2 GFP+ MAC1+ %	Rac1 GTP hydrolysis
Cc1cc(C)c2c(=O)n3c(nc2c1)C(Cc1ccccc1)NC(=O)c1cccnc1-3 (stereo unspecified)
 : i	0.1	15.6%
CCOC(=O)c1ccccc1NC(=O)COC(=O)C(CC)Oc1ccccc1 (stereo unspecified)
 : i	0.9	14.6%
C(=C\c1sc(Nc2ccccc2)n[n+]1-c1ccccc1)/c1ccccc1
 : i	0.7	0.9%
COCCN(C(=O)COC(=O)C12CC3CC(CC(C3)C1)C2)c1c(N)n(Cc2ccccc2)c(=O)[nH]c1=O
 : i	0.2	9.0%
N#CC1c2ccccc2C=CN1C(=O)N(c1ccccc1)c1ccccc1 (stereo unspecified)
 : i	0.6	-10.3%
Cn1c(=O)[nH]c(N)c(Br)c1=O
 : i	0.9	84.3µM*
C=C1[C@@H](O)[C@H](Cc2ccccc2)N(Cc2ccccc2Br)S1(=O)=O
 : i	2.1	7.9%
O[C@H]1C[C@H](c2ccccc2)N(CC2CCCCC2)C[C@@H]1n1cc(-c2ccc(F)cc2)nn1
 : i	0.6	7.1%
CN1C(=O)C(N=Nc2ccc([N+](=O)[O-])cc2)SC1=S (stereo unspecified)
 : i	1.1	14.5%
c1cc(C2OCCO2)cs1
 : i	1.5	7.1%
CC(=O)N1c2cc3ccccc3cc2N(C(C)=O)c2cc3ccccc3cc21
 : i	0.8	4.5%
C[C@H]1CN([C@@H](C)CO)C(=O)c2cc(-c3cccc(F)c3)cnc2O[C@H]1CN(C)C(=O)c1cnccn1
 : i	0.3	16.6%
CC(C)N(C(=O)[C@H]1C[C@H](CC(=O)NCCCn2ccnc2)C(=O)N2CCc3c([nH]c4ccc(Cl)cc34)[C@]12C)C(C)C
 : i	0.3	8.3%
O=C(COc1ccccc1)NC(=S)Nc1cccc2c(O)cccc12
 : i	1.0	17.9%
CCN1C(=O)CCN(C2CCCC2)c2nc(Nc3ccc(C(=O)NC4CCN(C)CC4)cc3OC)ncc21
 : i	0.0	10.5%
CN(C)C(=O)CCc1ccc2c3c([nH]c2c1)[C@]1(CCC2CCCC2)[C@@H](C(=O)N2CCOCC2)C[C@H](CC(=O)NCCCn2ccnc2)C(=O)N1CC3
 : i	0.0	10.1%
COc1cc(C(=O)Oc2ccccc2OC(=O)c2cc(OC)c(OC)c(OC)c2)cc(OC)c1OC
 : i	1.7	3.1%
CN1OC[C@@H]2CN(C(=O)C(C)(C)C)[C@H](c3cccc(Br)c3)C[C@@H]21
 : i	0.4	11.8%
O=C(c1ccc(=O)[nH]n1)N1CCN(S(=O)(=O)c2cccc(F)c2)CC1
 : i	0.3	4.0%
c1ccn(CCc2ccncc2)c1
 : i	0.6	0.6%
Cc1cccc(NC(=O)COC(=O)CC2CCCC2)c1C
 : i	0.6	2.8%
C[C@@H]1CN([C@H](C)CO)S(=O)(=O)c2ccc(Br)cc2O[C@@H]1CN(C)Cc1ccc(-c2ccccc2)cc1
 : i	0.2	16.0%
COc1ccccc1-c1cnc2c(c1)C(=O)N([C@@H](C)CO)C[C@@H](C)[C@H](CN(C)C(=O)c1cccnc1)O2
 : i	1.3	16.4%
C[C@H]1NS(=O)(=O)c2cc(Cl)ccc2O[C@@H]1c1ccccc1
 : i	0.3	15.4%
Cn1nc(C(=O)NCc2ccccc2CN2CCCC2)c2ccccc2c1=O
 : i	0.6	7.4%
Nc1ccc(C(=O)Nc2ccc3c(O)cc(S(=O)(=O)O)cc3c2)cc1
 : i	1.1	14.1%
Cc1c(Cl)cccc1N1C(=O)CC(Sc2ccccc2N)C1=O (stereo unspecified)
 : i	0.1	6.6%
COc1ccc(S(=O)(=O)N(C)C[C@@H]2Oc3cc(C#CC4CCCCC4)ccc3S(=O)(=O)N([C@@H](C)CO)C[C@@H]2C)cc1
 : i	0.6	15.3%
O=C(Nc1ccc(OC(F)(F)F)cc1)c1cc(S(=O)(=O)N2CCCCC2)ccc1N1CCOCC1
 : i	1.4	26.2%
O=C(NCC1CCCCC1)NCC1CCCCC1
 : +	5.3*	-9.4%
OC(c1ccccc1)C(O)C(c1ccccc1)N1CCCCC1 (stereo unspecified)
 : i	0.7	3.1%
O=[N+]([O-])c1ccccc1N(S(=O)(=O)c1ccccc1)S(=O)(=O)c1ccccc1
 : i	0.9	1.3%
COc1ccc(CN2C(=O)C(CC(=O)NC3CCCCC3)CC(C(=O)N(C)C)=C2C)cc1 (stereo unspecified)
 : i	1.0	11.1%
COc1ccc(-n2c(=O)c3c4c(sc3n(CC(=O)NCC3CCCO3)c2=O)CN(C(C)=O)CC4)cc1OC (stereo unspecified)
 : i	1.6	25.9%
COc1cc(C(=S)N2CCOCC2)cc(OC)c1OC(=O)c1ccccc1Cl
 : i	1.6	-26.9%
Cc1ccc2c(Cl)c(C(=O)NCCCN3CCOCC3)sc2c1
 : i	0.6	18.3%
COc1ccc(NC(=O)N(C)C[C@H]2Oc3ccc(NC(=O)Nc4ccc5c(c4)OCO5)cc3C(=O)N([C@H](C)CO)C[C@@H]2C)cc1
 : i	1.3	10.1%
Cc1ccc(CN2CC(C(=O)Nc3ccc(C)c(S(=O)(=O)N4CCCCC4)c3)CC2=O)cc1 (stereo unspecified)
 : i	1.3	0.6%
CN(Cc1ccccc1)C(=O)COC(=O)c1ccccc1SCC(=O)N1CCCC1
 : i	1.0	9.2%
O=C(NCc1ccccn1)C1CCCN(S(=O)(=O)c2cc(Cl)ccc2Cl)C1 (stereo unspecified)
 : ?	.	6.2%
O=C1[C@H]2[C@@H](c3ccccc3)N[C@]3(CCCN(Cc4ccc(C(F)(F)F)cc4)C3=O)[C@H]2C(=O)N1Cc1ccccc1
 : i	0.9	2.5%
CC(C)C[C@@H](CN)NC(=O)c1nc[nH]c1C(=O)N[C@@H](Cc1ccccc1)C(=O)CNC[C@H](C)NC(=O)c1nc[nH]c1C(=O)N[C@@H](CC(=O)O)C(=O)O
 : i	0.9	9.7%
CC1=C(C(=O)N2CCOCC2)CC(CC(=O)NCCN2CCOCC2)C(=O)N1Cc1ccc(F)cc1 (stereo unspecified)
 : i	0.5	10.2%
CCCCn1c(N)c(N(CCC(C)C)C(=O)CSc2nc3ccccc3n2C)c(=O)[nH]c1=O
 : i	0.8	4.2%
CCOc1ccc(NS(=O)(=O)c2ccc(C(=O)NCC(c3ccco3)N3CCCCC3)cc2)cc1 (stereo unspecified)
 : i	0.3	6.5%
C[C@@H]1CN([C@@H](C)CO)C(=O)CCCn2nncc2CO[C@H]1CN(C)S(=O)(=O)c1ccc2c(c1)OCCCO2
 : i	0.4	7.0%
COc1ccc(CN2CCN(C(=O)c3ccc(S(=O)(=O)NCc4ccco4)cc3)CC2)cc1F
 : i	0.6	12.8%
CCCCCCn1c(=O)n2n(c1=O)[C@@H]1CN(S(=O)(=O)c3ccc(C)cc3)C[C@]1(O)[C@@H](OC(=O)NCc1ccccc1)C2
 : i	0.7	15.4%
Cc1cn([C@H]2C[C@H](O)[C@@H](CNCc3cccc(OC4CCCC4)c3)O2)c(=O)[nH]c1=O
 : i	0.4	9.6%
CCN1CCN(S(=O)(=O)c2ccc(Cl)c(C(=O)N(CC(C)C)C3CCS(=O)(=O)C3)c2)CC1 (stereo unspecified)
 : i	0.9	-2.8%
COc1cccc(-c2ccc3c(c2)C2CC3CCN2C(C)=O)c1 (stereo unspecified)
 : i	0.3	6.2%
COc1ccc(-c2c(C)cc3oc(=O)cc(-c4ccccc4)c3c2C)cc1
 : i	2.7	6.7%

# Copied from the list.
# In Rac1 GTP hydrolysis, C[C@@H]1CN([C@@H](C)CO)C(=O)CCCn2nncc2CO[C@H]1CN(C)S(=O)(=O)c1cn(C)cn1 has 4.3%
# In Myeloid diff 2 GFP+ MAC1+ %, Cc1ccc(S(=O)(=O)N2CCN(C(=O)COC(=O)CCOc3ccccc3C)CC2)c(C)c1 has 1.9

# Only part of the results is shown; rates above refer to the full screens.
